Source: PubChem BioAssay
12-LOX inh = ALOX12 (human) lipoxygenase inhibition; actives 1.1% (n = 580,000); purified 12hLO, xylenol orange hydroperoxide absorbance; Potency, µM (top dose mostly 108 µM), for inactives: top-dose activity change, negative = inhibition, actives largely listed as inhibitors; further: potency means the concentration at half of the fitted maximal effect; on the % scale 0 is the no-effect control and ±100 the full control effect
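Hydroperoxide product was detected by ferrous iron/xylenol orange as the 573 to 405 nm absorbance ratio. Arachidonic acid at 40 uM (final) was turned over for 30 min at room temperature by 150 nM human 12hLO, pH 7.0 Hepes buffer, after 15 min compound preincubation.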
POLB inh = inhibitors of human DNA polymerase beta | Pol beta primer extension/strand displacement, fluorescence kinetic | P06746 | actives 1.3% (n = 340,000) | Potency, µM (top dose mostly 114 µM), for inactives: at the top dose activity change, negative = inhibition, actives largely listed as inhibitors; further: potency means the concentration at half of the fitted maximal effect; on the % scale 0 is the no-effect control and ±100 the full control effect
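Human Pol beta at 10 nM; strand-displacement substrate 50 nM final. Compound exposure 15 min at room temperature before start, reaction 10 min at room temperature.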
ERG-DNA inh = ERG Ets/DNA interaction inhibition; P11308; fluorescence polarization, His-ERG Ets domain / labelled DNA; Potency, µM (series often up to 76.9 µM), for inactives: top-dose FP activity, negative = inhibition, actives largely listed as inhibitors; actives 0.028% (n = 370,000); active means well fitted inhibition curve with a large enough effect in the polarisation, with a control signal flat; inconclusive means small, poorly fitted or top-dose-only effect, or effect the other way, or a change in a side signal; inactive means no such curve, though single readings can be large or run the other way; the % refers to the polarisation;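 further: polarization taken with two DNA probes labelled with fluorescein and Texas red; potency means the concentration at half of the fitted maximal effect; % of control where 0% means no effect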
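His-tagged ERG Ets domain (1 uM in the protein solution; 300mM KCl, 50mM Tris-HCl, 1mM EDTA, 1mM DTT, pH 7.5) received compound, then a probe mix of 5 nM fluorescein-DNA and 100nM Texas-615-DNA. Fluorescence polarization was read for both dyes.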
APE1 inh = blocks human APE1 abasic DNA cleavage; P27695; recombinant APE1, TAMRA/BHQ-2 abasic DNA cleavage fluorescence; Potency, µM (series often up to 65.8 µM), for inactives: at the top dose activity change, negative = inhibition, hits mostly inhibitors; actives 0.35% (n = 350,000); AID 2517;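 further: potency means the concentration at half of the fitted maximal effect; plate controls were vehicle for no effect and reference inhibitor for full effect; nearly all actives have a fitted effect of over 55% in size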
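Measures dequenching upon AP-site incision of a 5'-TAMRA/3'-BHQ-2 THF-containing duplex, 50 nM; human APE1 0.75 nM after 15 min room-temperature exposure to compound; kinetic three-point read at one-minute spacing.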
Anesthetic bind = binds horse apoferritin like a general anesthetic; P02791; apoferritin/1-aminoanthracene competitive binding, fluorescence; Potency, µM (top dose mostly 77.5 µM), for the others: at the highest dose activity change, negative = displacement, actives largely listed as inhibitors; actives 0.074% (n = 350,000); further: potency means the concentration at half of the fitted maximal effect; on the % scale 0 is the no-effect control and ±100 the full control effect; nearly all actives have a fitted effect of over 20% in size
Target sequence (P02791 2-175 limits assumed): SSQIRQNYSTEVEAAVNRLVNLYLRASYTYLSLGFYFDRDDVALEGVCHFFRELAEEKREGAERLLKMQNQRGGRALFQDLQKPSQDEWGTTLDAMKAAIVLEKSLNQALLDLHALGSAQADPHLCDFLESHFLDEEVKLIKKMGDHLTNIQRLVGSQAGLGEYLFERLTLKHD
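Concentration-response curves derived by four-parameter Hill fitting of normalized fluorescence, where compounds displaced 1-AMA from 10 uM horse apoferritin following a brief 10 min room-temperature incubation; propofol titration acted as positive control.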
LDHA block = blocks human lactate dehydrogenase A; activity change, % (values are at about 110 or 230 µM); purified LDHA, NADH/diaphorase-resazurin fluorescence; active compounds read low; AID 1347041; actives 0.15% (n = 480,000); P00338; in the data active means activity change below about -30%; inconclusive means mostly about -25% to -30%;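 further: plate controls were DMSO wells for no effect and wells without enzyme for full effect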
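LDH5 2 nM; NADH 0.06 mM, pyruvate 0.2 mM; 200 mM Tris pH 7.4, EDTA, Tween-20; 5 min RT. Detection: diaphorase 0.133 mg/mL + resazurin 37 µM, fluorescence ex540/em590 at 0 and 20 min; normalized to enzyme-free and DMSO wells.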
RGS4 inhibitor = inhibitors of human regulator of G protein signaling 4. P49798. Transcreener GDP fluorescence polarization, RGS4-accelerated GTP hydrolysis. Potency, µM (top dose mostly 114 µM), for the others: at the top dose activity change, negative = inhibition, hits mostly inhibitors. actives 0.039% (n = 390,000). AID 504845; further: potency means the concentration at half of the fitted maximal effect; on the % scale 0 is the no-effect control and ±100 the full control effect; nearly all actives have a fitted effect of over 75% in size; some results filed as inactive show a strong effect at the top dose
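MLSMR compounds (23 nl, pin-transferred) preincubated 10 min at room temperature with a 500nM (2x) first reagent, then RGS4 at 900nM (2x) plus Transcreener GDP mix added; fluorescence polarization (620/688 nm) read before and after 90 min at 30 °C.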
Pol kappa inh = DNA polymerase kappa (human) inhibition | Q9UBT6 | purified Pol kappa, fluorescent DNA synthesis assay, 10 min | Potency, µM (highest dose often 107 µM), for inactives: at the highest dose activity, negative = inhibition, usual class: inhibitors | actives 0.53% (n = 400,000) | AID 588579; further: potency means the concentration at half of the fitted maximal effect; on the % scale 0 is the no-effect control and ±100 the full control effect
Target sequence (Q9UBT6 whole entry, looked up): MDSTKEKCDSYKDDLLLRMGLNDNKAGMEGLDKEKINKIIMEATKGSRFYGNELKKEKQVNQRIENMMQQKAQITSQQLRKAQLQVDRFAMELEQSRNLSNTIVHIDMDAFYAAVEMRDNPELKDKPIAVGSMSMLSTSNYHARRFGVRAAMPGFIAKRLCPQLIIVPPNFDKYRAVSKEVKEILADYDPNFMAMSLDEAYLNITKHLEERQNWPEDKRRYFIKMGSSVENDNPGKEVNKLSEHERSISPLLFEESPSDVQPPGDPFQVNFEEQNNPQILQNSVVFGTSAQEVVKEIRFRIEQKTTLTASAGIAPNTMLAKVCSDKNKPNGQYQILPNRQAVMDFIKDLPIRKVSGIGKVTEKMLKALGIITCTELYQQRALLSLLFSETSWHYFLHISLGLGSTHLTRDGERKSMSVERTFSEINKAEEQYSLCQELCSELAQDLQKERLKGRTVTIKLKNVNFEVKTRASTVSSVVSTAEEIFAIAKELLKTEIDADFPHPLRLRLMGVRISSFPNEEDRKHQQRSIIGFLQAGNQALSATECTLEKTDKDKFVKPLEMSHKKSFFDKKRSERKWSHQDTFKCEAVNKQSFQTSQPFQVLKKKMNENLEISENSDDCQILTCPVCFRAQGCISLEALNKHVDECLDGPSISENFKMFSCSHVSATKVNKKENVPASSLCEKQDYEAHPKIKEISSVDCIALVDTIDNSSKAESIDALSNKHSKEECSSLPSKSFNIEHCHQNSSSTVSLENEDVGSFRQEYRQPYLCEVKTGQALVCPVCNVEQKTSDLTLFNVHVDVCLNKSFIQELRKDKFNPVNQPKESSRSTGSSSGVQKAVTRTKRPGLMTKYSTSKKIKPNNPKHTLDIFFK
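First, compounds were pin-transferred onto 10 nM Pol kappa. After 15 min at room temperature, substrate was added to 50 nM final. Fluorescence was then measured kinetically at 0 and 10 min.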
Pol eta inh = inhibitors of human DNA polymerase eta | recombinant Pol eta, fluorescent DNA replication assay | Potency, µM (titrated, usually from 114 µM), for the others: at the highest dose activity change, negative = inhibition, most hits filed as inhibitors | actives 1.2% (n = 390,000); further: potency means the concentration at half of the fitted maximal effect; on the % scale 0 is the no-effect control and ±100 the full control effect
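Pol eta (10 nM) was preincubated with compounds for 15 min at room temperature, after which fluorescent replication substrate (50 nM final) was added to start the reaction. Fluorescence was read kinetically at 0 and 10 min.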
Starred values were filed as active, the others as inactive; ? = inconclusive; . = not tested or not shown; & = joins results of further samples; [ ] = another dose, or the depositor's remark. Unless noted, the call rests on the fitted dose curve; in most records, active means well fitted curve in the direction sought with a large enough effect; inconclusive means small, poorly fitted or top-dose-only effect, or another doubt; inactive means no such curve, though single readings can be large; an effect the other way counts as inactive or inconclusive. This is a subset; rates above refer to the full screens.

Each structure is followed by: 12-LOX inh, POLB inh, ERG-DNA inh, APE1 inh, Anesthetic bind, LDHA block, RGS4 inhibitor, Pol kappa inh, Pol eta inh
> O=C(CSc1nccn(-c2cccc(F)c2)c1=O)Nc1ccc(Cl)cc1F
 : ?, 2%, -5%, 27%, 4%, -4, ?, -13%, -14%
> O=CN1CCN(C(=O)c2ccc(Br)o2)CC1
 : 3%, -1%, 4%, 26%, 0%, -2, -1%, -3%, -16%
> Cc1ccc(NC(=O)CCn2cccn2)c(C)c1
 : 2%, 6%, 1%, ., -5%, -3, -2%, 12%, -10%
> O=C(NCCc1csc(-c2cccc(F)c2)n1)c1ccc(Br)o1
 : ?, 7%, 5%, ., 5%, -7, 12%, -4%[60.1 µM], -7%
> CSc1ccccc1NC(=O)c1cc(-c2ccc3c(c2)OCO3)on1
 : 6%, 0%, -3%, 3%, -7%, -8, -5%, -26%, -14%
> Cc1cc(C)c(OCCCNC2CCCC2)c(Br)c1
 : ?, ?, 1%, 7%, 2%, -14, 12%, -12%, -8%
> COC(=O)c1ccc2c(=O)n(CCCCCC(=O)N3CCN(c4cc(Cl)ccc4C)CC3)c(=O)[nH]c2c1
 : ?, -12%, 5%, ., -9%, -4, 31%, -11%[60.1 µM], -6%
> COC(=O)N1[C@H](C)C=C[C@]1(Cc1ccccc1)C(=O)NCCCNc1ncc(C(F)(F)F)cc1Cl
 : ?, ., 3%, ?, 9%, 1, 29%, -25%, -16%
> COc1cc(Br)cc2cc(C(=O)N3CCCCC3C)c(=O)oc12 (centres undefined)
 : -27%, -2%, 1%, -4%, 3%, -1, 9%[11.4 µM], 1%, -8%
> COc1ccccc1OCCNc1ccc(S(=O)(=O)N2CCCC2)cn1
 : 8%, ., -13%, 9%, ., -2, -9%, -8%, -18%
> Cc1cccc(N2CCN(C(=O)C(NS(=O)(=O)c3cccs3)c3ccccc3)CC2)c1C (centres undefined)
 : 21%, -26%, 8%, -5%, -2%, -11, 19%, -9%, -12%
> COc1ccccc1N1CCN(C(=O)c2cccc(C(=O)N3CCN(c4ccccc4OC)CC3)c2)CC1
 : 4%, 0%, 21%, 48%[activator], -12%, 0, 6%, -4%, -12%
> Nc1cccc(-c2nc3ccccc3[nH]2)c1
 : 26%, -9%, -5%, -2%, -11%, -4, -4%, -10%, -13%
> O=C(Cn1cnc2c(oc3ccccc32)c1=O)Nc1ccc(F)cc1F
 : -46%, 7%, -7%, ., 382%[activator], 2, 5%, -18%, -5%
> O=C(Cc1cccs1)Nc1ccccc1-c1nc2ccccc2[nH]1
 : ., 5%, -1%, -3%, -15%, 2, -7%, -5%, -7%
> Cc1ccc(Cc2c(C)nn(-c3nc(C)c(C(=O)N4CCCCC4C)s3)c2C)cc1 (centres undefined)
 : -1%, 4%, 0%, ., -4%, -8, 2%, -11%, -13%
> CC1=C(Sc2nc3ccccc3[nH]2)C(=O)NC(C)(C)C1
 : 0%, 0%, -1%, 4%, -14%, -3, 3%, 7%, -8%
> COCCNC(=O)C(c1ccc(OC)cc1)N(CCOC)C(=O)CCC(=O)Nc1nccs1 (centres undefined)
 : -8%, 22%, -2%, -1%, 4%, 2, 5%, -3%, -1%
> Cc1ccc(NC(=O)CCC(=O)OCC(=O)c2ccc(-c3ccccc3)cc2)cc1
 : -11%, ?, -7%, -8%, -2%, -10, -14%, -11%, -2%
> CCCN1CCN(CCCNC(=O)CCCn2nc(C)c3sc4ccccc4c3c2=O)CC1
 : -5%, -9%, -12%, -5%, -1%, -3, 1%, -21%, -18%
> O=C(NNC(=O)c1ccc2c(=O)n3c(nc2c1)CCC3)c1cccc(Cl)c1
 : 14%, ., 0%, -13%, ., -10, 18%, -11%, 3%
> COc1ccc(-c2csc(Nc3cc(C)ccn3)n2)cc1C
 : ?, 1%, -3%, 2%, -16%, -9, -13%, 1%, -12%
> COC(=O)c1ccc(Cn2cnc3c(cnn3-c3ccc(C)c(C)c3)c2=O)o1
 : -8%, 28%, -3%, ?, -3%, -1, -11%, 5%, -13%
> CCOCCCNC(=O)c1ccc(N2CCOCC2)c(NS(=O)(=O)c2ccc(OC)cc2)c1
 : -5%, 17%, 5%, 7%, -3%, 2, -17%[56.9 µM], 2%, -21%
> NC(=O)c1c(NC(=O)c2ccc([N+](=O)[O-])o2)sc2c1CCCC2
 : -2%, 62%, 0%, -7%, 3%, -8, 6%, 4%, 8%
> Cc1ccc(NC(=O)N2CCC(CN3CCCCC3)CC2)c(Cl)c1
 : -20%, 5%, -2%, ., -4%, 2, -31%, -7%, -1%
> COc1cccc(CNC(=O)CSc2nc3ccccc3nc2Cc2ccc(C)cc2)c1OC
 : 5%, -3%, 3%, ., -13%, -10, ?, 2%[60.1 µM], -6%
> O=C(CSc1nc2ncccc2[nH]1)NC1CCCCC1
 : 6%, 31%, -14%, -1%[12.4 µM], -12%, 1, -44%, -3%, -12%
> Cc1ccc(Cl)cc1N1C(=O)CC(Sc2ncccn2)C1=O (centres undefined)
 : -4%, 5%, 4%, 2%, -14%, -4, -35%, -17%, -8%
> C#CCOCCOCCOCCNc1nc(N2CCN(C(=O)[C@H](CCCN=C(N)N)n3cc(C(N)[C@@H](C)CC)nn3)CC2)nc(N2CCN(C(=O)[C@H](CCC(=O)O)n3cc([C@@H](N)CC(N)=O)nn3)CC2)n1 (some centres undefined)
 : 14%, ., 0%, -14%, ., -3, -1%, -11%, 3%
> COC(=O)c1ccc(-c2n[nH]c(=O)c3ccccc23)cc1
 : -3%, 18%, -1%, 20%, 5%, 2, 6%, -12%, 2%
> CCn1cc(C(=O)NCCCOC(C)C)c(=O)c2cc(S(=O)(=O)N3CCc4ccccc4C3)ccc21
 : -18%, 2%, 6%, ., ?, 0, -6%, 6%, -15%
> COC(=O)c1sc(S(=O)(=O)NC(C)C(=O)O)c(C(=O)OC)c1C (centres undefined)
 : ?, -8%, 1%, -2%, -3%, -1, -1%, 2%, -16%
> Cc1cccc(C)c1OCC(=O)OCC(=O)Nc1ccc(Cl)cn1
 : -12%, ., 8%, 25%, ., -12, 15%, -11%, -18%
> O=C(CN(c1ccc2c(c1)OCCO2)S(=O)(=O)c1ccccc1)NCC1CCCO1 (centres undefined)
 : 0%, 1%, 6%, 0%, 12%, -7, 20%, -3%, 0%
> Cc1cc(SCC(=O)N(C)CC(=O)Nc2ccc(F)cc2)nc2ccccc12
 : -8%, 0%, ., 0%, -4%, -2, 25%, -21%, -8%
> O=C(Nc1nnc(Cc2ccc(Cl)cc2)s1)c1cccs1
 : -26%, ?, -4%, -1%, -11%, 1, 3%, 8%, 3%
> CCN(C(=O)/C=C/c1ccccc1)C1CCCCC1
 : 10%, -5%, 2%, 26%, ?, -7, 5%, -7%, -16%
> CCOC(=O)Cc1csc(NC(=O)COc2ccc(C)c(C)c2)n1
 : 0%, 7%, -13%, 3%, ?, 0, 7%, -10%, -27%
> Cc1ccc2c(CSc3nncn3C)cc(=O)oc2c1C
 : -1%&2%, 2%, 7%, -3%, -10%, -1&-8, 7%, -12%, 11%
> O=C(Cn1nc(-c2cccc(Cl)c2)ccc1=O)Nc1cccnc1
 : 20%, -2%, 5%, -2%, ?, -6, -3%, -3%, 4%
> CC(C)(C)c1ccc(OCc2nnc(-c3ccccc3)o2)cc1
 : -20%, ?, 0%, ., -3%, 7, -6%, -26%, -15%
> CCOC(=O)N1c2ccccc2Sc2ccccc21
 : -4%, 0%, 2%, -10%, -5%, -4, 1%, -6%, -6%

Among those listed so far, two have a COOH group.
Each structure is followed by: 12-LOX inh, POLB inh, ERG-DNA inh, APE1 inh, Anesthetic bind, LDHA block, RGS4 inhibitor, Pol kappa inh, Pol eta inh
> C#CCOCCOCCOCCNc1nc(N2CCN(C(=O)[C@H](CCCN=C(N)N)n3cc(C(N)[C@@H](C)CC)nn3)CC2)nc(N2CCN(C(=O)[C@H](CCC(=O)O)n3cc([C@@H](N)CC(N)=O)nn3)CC2)n1 (some centres undefined)
 : 14%, ., 0%, -14%, ., -3, -1%, -11%, 3%
> COC(=O)c1sc(S(=O)(=O)NC(C)C(=O)O)c(C(=O)OC)c1C (centres undefined)
 : ?, -8%, 1%, -2%, -3%, -1, -1%, 2%, -16%

5 entries drawn at random from the list so far, as already listed:
Each structure is followed by: 12-LOX inh, POLB inh, ERG-DNA inh, APE1 inh, Anesthetic bind, LDHA block, RGS4 inhibitor, Pol kappa inh, Pol eta inh
> Cc1ccc2c(CSc3nncn3C)cc(=O)oc2c1C
 : -1%&2%, 2%, 7%, -3%, -10%, -1&-8, 7%, -12%, 11%
> COC(=O)c1ccc(-c2n[nH]c(=O)c3ccccc23)cc1
 : -3%, 18%, -1%, 20%, 5%, 2, 6%, -12%, 2%
> Cc1cccc(C)c1OCC(=O)OCC(=O)Nc1ccc(Cl)cn1
 : -12%, ., 8%, 25%, ., -12, 15%, -11%, -18%
> O=C(Cn1nc(-c2cccc(Cl)c2)ccc1=O)Nc1cccnc1
 : 20%, -2%, 5%, -2%, ?, -6, -3%, -3%, 4%
> COC(=O)c1sc(S(=O)(=O)NC(C)C(=O)O)c(C(=O)OC)c1C (centres undefined)
 : ?, -8%, 1%, -2%, -3%, -1, -1%, 2%, -16%
